# Vif-APOBEC3F blk = blocks the Vif interaction with APOBEC3F. Potency, µM (top dose mostly 46.1 µM), without a hit: at the highest dose activity, negative = active. AID 602313. 390,000 compounds, 0.2% hits. HeLa A3F-eYFP + Vif (tagged APOBEC3F with the HIV-1 protein that degrades it), YFP fluorescence increase; note: potency is the fitted concentration of half-maximal effect; % of control where 0% means no effect; nearly all actives have a fitted effect of over 65% in size
#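 HeLa cells stably expressing A3F-eYFP plus Vif, plated and incubated overnight at 37 deg C, then exposed to compounds overnight at 37 deg C. Blocked degradation read as raised yellow fluorescence (Ex 488/Em 500-530).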
# Glioma ERSR ind = induces the endoplasmic reticulum stress response in human glioma cells; 420,000 compounds, 0.02% hits; Potency, µM, for the others: at the top dose activation, actives largely listed as activators; U87-MG GRP78 promoter luciferase reporter, 16 h; note: potency is the fitted concentration of half-maximal effect; series mostly up to about 76 µM; % of control where 0% means no effect; nearly all actives have a fitted effect of over 35% in size
#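 Stably transfected U87-MG glioma cells carrying a GRP78-based luciferase sensor; 16 h compound incubation. Luminescence end-point read 10 min after Bright-Glo addition at room temperature.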
# USP1-UAF1 inh = inhibitors of human USP1/UAF1 deubiquitinase; O94782; recombinant USP1/UAF1, Ub-Rhodamine cleavage fluorescence; Potency, µM (series often up to 57.1 µM), inactives show at the top dose activity change, negative = inhibition, hits mostly inhibitors; 390,000 compounds, 0.23% hits; AID 743255; note: potency is the fitted concentration of half-maximal effect; % is set by controls: 0 for no effect and ±100 for the full control effect; nearly all actives have a fitted effect of over 60% in size; inactives centre near -12
#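 High-throughput fluorogenic screen: 1nM USP1/UAF1 complex, Ub-Rho substrate 150nM final, 50mM HEPES pH 7.8 with 0.5mM EDTA, 0.1 mg/ml BSA, 1mM TCEP and 0.01% Tween-20.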
# LDHA block = blocks human lactate dehydrogenase A | activity change, % (values are at about 110 or 230 µM) | P00338 | 480,000 compounds, 0.15% hits | purified LDHA, NADH/diaphorase-resazurin fluorescence; hits give low values; in the data active = activity change below about -30%; inconclusive = mostly about -25% to -30%;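 note: plate controls were DMSO wells for no effect and wells without enzyme for full effect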
#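 Human LDH5 at 2 nM final in Tris HCl pH 7.4 with 0.06 mM NADH and 0.2 mM pyruvate, reacted 5 minutes at room temperature. Remaining NADH coupled via diaphorase/resazurin; resorufin fluorescence read at 0 and 20 minutes, normalized to enzyme-free and DMSO wells.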
# Vif-APOBEC3G blk = inhibitors of Vif-APOBEC3G interaction | AID 602310 | Potency, µM (series often up to 46.1 µM), inactives show top-dose activity, negative = active, usual class: inhibitors | HeLa A3G-eYFP + Vif (tagged APOBEC3G with the HIV-1 protein that degrades it), YFP fluorescence, overnight | Q9HC16 | 410,000 compounds, 0.076% hits;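 note: potency is the fitted concentration of half-maximal effect; % is set by controls: 0 for no effect and ±100 for the full control effect; nearly all actives have a fitted effect of over 60% in size; hits raise eYFP signal because A3G escapes Vif-driven loss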
# Target sequence (Q9HC16 whole entry, looked up): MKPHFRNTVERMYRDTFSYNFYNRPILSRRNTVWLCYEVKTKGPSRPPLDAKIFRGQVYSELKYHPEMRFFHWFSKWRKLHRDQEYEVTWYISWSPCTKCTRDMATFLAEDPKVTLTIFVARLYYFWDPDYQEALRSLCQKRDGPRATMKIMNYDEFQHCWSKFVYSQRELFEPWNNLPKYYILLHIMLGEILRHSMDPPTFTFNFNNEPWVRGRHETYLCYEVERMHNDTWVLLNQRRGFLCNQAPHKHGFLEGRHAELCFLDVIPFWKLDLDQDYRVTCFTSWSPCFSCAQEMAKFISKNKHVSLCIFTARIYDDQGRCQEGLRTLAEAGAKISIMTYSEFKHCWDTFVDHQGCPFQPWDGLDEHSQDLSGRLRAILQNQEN
#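 HeLa cells stably expressing Vif and C-terminally eYFP-tagged A3G, seeded overnight at 37 deg C, then exposed to compound by pintool overnight at 37 deg C. Rise in yellow fluorescence (Ex 488/Em 500-530, Acumen) marks blocked Vif-driven A3G degradation.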
# TrxR1 inh = inhibitors of rat thioredoxin reductase 1. O89049. recombinant rTrxR1, NADPH fluorescence consumption, selenite substrate. Potency, µM (series often up to 114 µM), for inactives: top-dose activity change, negative = inhibition, hits mostly inhibitors. 390,000 compounds, 1% hits; note: potency is the fitted concentration of half-maximal effect; % is set by controls: 0 for no effect and ±100 for the full control effect; nearly all actives have a fitted effect of over 65% in size
#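 Rat TrxR1 (90 nM in the dispensed reagent) was pre-reduced with 400 uM NADPH for 5 min at room temperature, then incubated with compound for 15 min. After 400 uM selenite was added, NADPH fluorescence (Ex 340/Em 450 nm) was followed for 8 min.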
# RGS4 inh = blocks human RGS4-accelerated GTP hydrolysis; P49798; Transcreener GDP fluorescence polarization, RGS4-accelerated GTP hydrolysis; Potency, µM (highest dose often 114 µM), inactives show at the top dose activity change, negative = inhibition, actives largely listed as inhibitors; 390,000 compounds, 0.039% hits; AID 504845; note: potency is the fitted concentration of half-maximal effect; % is set by controls: 0 for no effect and ±100 for the full control effect; nearly all actives have a fitted effect of over 75% in size; some results filed as inactive show a strong effect at the top dose
# Target sequence (P49798 whole entry, looked up): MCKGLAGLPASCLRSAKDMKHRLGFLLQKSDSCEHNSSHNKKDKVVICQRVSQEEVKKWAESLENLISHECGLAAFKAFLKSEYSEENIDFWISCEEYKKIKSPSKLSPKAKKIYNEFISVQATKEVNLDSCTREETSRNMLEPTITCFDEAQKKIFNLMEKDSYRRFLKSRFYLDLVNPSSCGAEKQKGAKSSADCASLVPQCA
#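 MLSMR compounds (23 nl, pin-transferred) preincubated 10 min at room temperature with a 500nM (2x) first reagent, then RGS4 at 900nM (2x) plus Transcreener GDP mix added; fluorescence polarization (620/688 nm) read before and after 90 min at 30 °C.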
# TrxR1 substrate = is turned over as a substrate by rat TrxR1; 390,000 compounds, 0.01% hits; O89049; Potency, µM (doses to about 114 µM), for inactives: at the highest dose activity change, negative = substrate turnover; purified TrxR1 substrate turnover, NADPH consumption readout; note: potency is the fitted concentration of half-maximal effect; % is set by controls: 0 for no effect and ±100 for the full control effect; nearly all actives have a fitted effect of over 50% in size
#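 Rat TrxR1, dispensed at 90 nM, was prereduced with 400 uM NADPH (final) for 5 min at ~22 deg C, then incubated with compound 15 min before 400 uM selenite. A first-read NADPH fluorescence drop versus no-compound background flagged substrates.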
# mIDH1 inhibitor = inhibitors of human mutant IDH1 R132H | IDH1-R132H enzyme, NADPH consumption, diaphorase/resazurin fluorescence | Potency, µM (top dose mostly 76.6 µM), without a hit: at the top dose activity change, negative = inhibition, hits mostly inhibitors | 390,000 compounds, 0.093% hits; note: potency is the fitted concentration of half-maximal effect; % is set by controls: 0 for no effect and ±100 for the full control effect; nearly all actives have a fitted effect of over 65% in size
# Target sequence (O75874 whole entry R132H, stated change not applied): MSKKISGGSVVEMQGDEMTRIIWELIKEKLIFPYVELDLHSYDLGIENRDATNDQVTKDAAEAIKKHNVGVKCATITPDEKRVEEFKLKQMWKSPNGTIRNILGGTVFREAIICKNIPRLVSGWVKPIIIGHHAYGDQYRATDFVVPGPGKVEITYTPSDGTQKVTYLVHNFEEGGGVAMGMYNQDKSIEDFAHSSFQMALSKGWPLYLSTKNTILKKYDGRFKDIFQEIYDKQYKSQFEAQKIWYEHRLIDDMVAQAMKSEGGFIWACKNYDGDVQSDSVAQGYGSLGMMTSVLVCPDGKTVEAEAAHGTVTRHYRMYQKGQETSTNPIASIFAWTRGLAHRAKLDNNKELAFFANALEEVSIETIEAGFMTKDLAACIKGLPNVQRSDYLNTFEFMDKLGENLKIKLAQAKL
#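 IDH1-R132H (0.5 ug/mL) preincubated 30 min with compound, then NADPH (0.016 mM) and alpha-KG (2 mM) added; 80 min at RT, pH 7.5. Remaining NADPH coupled via diaphorase/resazurin to fluorescence (540/590 nm); concentration-response curves normalized to no-enzyme control.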
# An asterisk follows results filed as active; ? = inconclusive; · = no result given; [ ] = remark or other dose. Unless noted, calls come from the whole dose curve; as a rule, active = well fitted curve in the direction sought with a large enough effect; inconclusive = small, poorly fitted or top-dose-only effect, or another doubt; inactive = no such curve, though single readings can be large; an effect the other way counts as inactive or inconclusive. The list is partial; rates above refer to the full screens.
SMILES,Vif-APOBEC3F blk,Glioma ERSR ind,USP1-UAF1 inh,LDHA block,Vif-APOBEC3G blk,TrxR1 inh,RGS4 inh,TrxR1 substrate,mIDH1 inhibitor
CCCC1CCC(C2=N/C(=C\c3ccc(OC)c(OC)c3)C(=O)O2)CC1 (stereo not drawn),0%,-2%,-4%,0,0%,-13%,2%,-8%,4%
O=C(NCc1cccnc1)C12CC3CC(CC(C3)C1)C2,0%,-11%,-4%,-6,-3%,4%,7%,-3%,-9%
COc1cc(S(=O)(=O)Nc2ncn[nH]2)ccc1Cl,10%,-2%,-2%,-4,1%,-1%[57.1 µM],12%,-1%[57.1 µM],-3%
Cc1ccc(S(=O)(=O)N2CCOCC2)cc1NC(=O)COC(=O)CCOc1ccc(C(C)(C)C)cc1,4%,-5%,-23%,1,2%,8%,-33%,-9%,1%
CC(=O)NC(CC(=O)OCC(=O)c1ccc(NC(=O)CC(C)C)cc1)c1ccccc1 (stereo not drawn),6%,-1%,-13%,-2,-1%,3%,-41%,1%,5%
COc1ccc(CNC2CC(C)N(C)CC2C)cc1OC (stereo not drawn),-3%,-7%,-12%,-9,0%,3%,6%,-1%,-10%
COc1cccc(NC(=O)CN(C)C(=O)CCN2C(=O)C3CC=CCC3C2=O)c1 (stereo not drawn),9%,-3%,-5%,0,2%,-10%,8%,-11%,1%
CCCCCCc1cc2cc(C(=O)Nc3cccc(OC)c3)c(=O)oc2cc1O,5%,1%,-13%,-12,0%,1%,-7%,0%,0%
COc1ccc(-n2c(C)cc(C(=O)Cn3nnc4ccccc4c3=O)c2C)cc1,-1%,5%,-19%,6,0%,7%,-11%,0%,8%
COc1ccc(NS(=O)(=O)c2ccc(O)c(NS(=O)(=O)c3ccc(NC(C)=O)cc3)c2)cc1,-2%,-3%,-15%,4,-16%,18%,11%,-2%,-21%
CCOc1ccc(-n2nc3ccc(NC(=O)COc4ccccc4)cc3n2)cc1,0%,-4%,-8%,-7,0%,?,-9%,109%[activator],-6%
CCOC(=O)N1CCC(NC(=O)C2CCN(c3nc(-c4ccc(OC)cc4)no3)CC2)CC1,·,-3%,-9%,-4,1%,-10%,-27%,-10%,1%

# Only Vif-APOBEC3G blk, TrxR1 substrate and TrxR1 inh, for some of the entries so far:
canonical_smiles	Vif-APOBEC3G blk	TrxR1 substrate	TrxR1 inh
COc1ccc(CNC2CC(C)N(C)CC2C)cc1OC (stereo not drawn)	0%	-1%	3%
COc1cccc(NC(=O)CN(C)C(=O)CCN2C(=O)C3CC=CCC3C2=O)c1 (stereo not drawn)	2%	-11%	-10%

# Next part
SMILES,Vif-APOBEC3F blk,Glioma ERSR ind,USP1-UAF1 inh,LDHA block,Vif-APOBEC3G blk,TrxR1 inh,RGS4 inh,TrxR1 substrate,mIDH1 inhibitor
Cc1ccc(NC(=O)CSc2nnnn2C2CCCC2)cc1S(=O)(=O)N1CCOCC1,-2%,-3%,-10%,-5,-1%,12%,10%,-3%,-8%
CC1CN(C(=O)Cn2cnc3c2c(=O)n(C)c(=O)n3C)CC(C)O1 (stereo not drawn),-11%,-3%,-19%,-1,-3%,21%[57.1 µM],1%,3%,0%
COc1ccc(-c2cn(Cc3ccc(C(N)=O)cc3)c(-c3ccncc3)n2)cc1,-1%,-1%,-12%,0,1%,17%,12%,1%,-8%
O=C1c2sccc2-c2cccc3cccc1c23,?,-1%,-15%,-4,-8%,·,·,·,11%
O=C(CCCC(=O)N(c1ccc2c(c1)OCCO2)C(C(=O)NC1CCCCC1)c1ccc(Cl)cc1)Nc1ccccn1 (stereo not drawn),-4%,-2%,11%,2,2%,22%,-5%,10%,?
Cc1ccc(Nc2c3c(nc4nncn24)CCC3)c(C)c1,6%,0%,-23%,-3,-4%,5%,46%,-5%,-2%
CN(CC(=O)Nc1ccccc1C(=O)N1CCCC1)S(=O)(=O)c1ccc(Br)cc1,-1%,9%,-9%,3,-1%,6%,-24%,-7%,3%
CC1CN(C(C)C(=O)NC(c2ccccc2)c2ccccc2)CC(C)O1 (stereo not drawn),3%,0%,-8%,-4,0%,13%,-3%,7%,5%
Cc1c(C=O)c2ccccc2n1CCOc1ccccc1F,0%,9%,-8%,-1,-4%,11%,-19%,0%,0%
CC(=O)Oc1ccc2ccccc2c1C(NC(=O)Cc1ccccc1)c1ccc(Cl)cc1 (stereo not drawn),-8%,-3%,-6%,3,-3%,18%[57.1 µM],11%,-5%[57.1 µM],-3%
CCOc1ccc(S(=O)(=O)N2CCCCC2)cc1NC(=O)CCNC(=O)c1ccco1,0%,-4%,-1%,-4,-2%,-3%,8%,-1%,1%
COC(=O)C(C#N)c1nc2ccccc2nc1N1CCCC1 (stereo not drawn),-13%,-2%,-1%,1,-8%,-6%[57.1 µM],-24%,5%[57.1 µM],-6%
O=C(COc1cccnc1[N+](=O)[O-])N1CCc2ccccc21,3%,3%,-9%,-7,-1%,26%,20%,2%,0%
Cc1ccc(N=C2NC(=O)/C(=C/c3cccnc3)S2)c(C)c1,15%,-6%,6%,-14,-7%,-23%,-8%,6%[57.1 µM],1%
N#C/C=C(/N)c1ccc(Br)cc1,-2%,-6%,-3%,-5,-2%,4%[57.1 µM],-2%,4%[57.1 µM],7%
COc1ccc(C2C/C(=N\O)C(C)(C)O2)cc1 (stereo not drawn),-2%,-1%,-25%,3,-2%,0%,-30%,2%,4%
COc1ccc(N(CC(=O)Nc2cccc(C)c2C)S(=O)(=O)c2c(C)[nH]c(=O)[nH]c2=O)cc1,2%,-3%,-5%,-6,-4%,13%,6%,3%,3%
O=C(Nc1cc(S(=O)(=O)N2CCOCC2)ccc1Cl)c1cc(=O)c2ccccc2o1,3%,-2%,-11%,1,1%,-4%,-19%,-3%,11%
COc1ccc(-n2nc3c(c2NC(=O)C(C)Cl)CSC3)cc1 (stereo not drawn),-1%,-4%,-11%,-2,-2%,1%,-2%,-4%,-8%
COC(=O)Cn1cnc2sc3c(c2c1=O)CCCC3,9%,7%,-7%,-5,-4%,18%[57.1 µM],4%,10%,-2%
Cc1ccc(NC(=O)CCC(=O)NNC(=O)c2ccccc2)c(C)c1,5%,-1%,-5%,2,-2%,7%,4%,3%,3%
Cc1cc[n+](-c2[nH]c(=O)sc2/C=N/NC([S-])=Nc2ccccc2)cc1C,?,-1%,-22%,-4,-1%,?,-35%,-19%,-6%
Cc1ccc(OCC(O)CN2CCOCC2)cc1 (stereo not drawn),7%,-2%,-16%,-7,0%,14%,-9%,2%,3%
CCCC(C)NC(=O)COC(=O)c1ccc2c(c1)C(=O)N(Cc1ccco1)C2=O (stereo not drawn),-4%,-3%,-17%,-4,1%,6%,8%,7%,8%
O=C(CCCc1ccccc1)NCCCc1ccccc1,11%,1%,-7%,-13,-1%,4%[57.1 µM],-3%,-2%[57.1 µM],4%
Cc1[nH]c2ccccc2c1C(=O)CN1C(=O)NC2(CC(C)CC(C)(C)C2)C1=O (stereo not drawn),0%,11%,-19%,-2,-14%,14%,6%,-11%,-6%
CCN(CC)CCCNC(=O)C1CCC(=O)N(c2ccc(OC)cc2)C1c1ccc(F)cc1 (stereo not drawn),-1%,-5%,-10%,-5,-1%,-4%[57.1 µM],-29%,9%[57.1 µM],-20%
Cc1cccc(NC(=O)C(C)Sc2ncnc3sccc23)c1 (stereo not drawn),-11%,-7%,-17%,0,-1%,·,·,·,2%
CCN(CC(=O)Nc1ccccc1OC)C(=O)c1ccc(NC(=O)c2cccs2)cc1,0%,-2%,-13%,-3,2%,12%,8%,-8%,-13%
CCOc1ccc(CNS(=O)(=O)c2ccc3c(c2)CCCN3C(C)=O)cc1,2%,1%,-13%,0,3%,18%[57.1 µM],26%,1%[57.1 µM],-1%
Nc1nc(N)c(N=Nc2ccc(S(N)(=O)=O)cc2)c(=O)[nH]1,-5%,-3%,-22%,-3,-7%,0%[2.29 µM],-5%,-4%[57.1 µM],0%
CCOC(=O)C1CCCCN1Cc1cccc(F)c1 (stereo not drawn),-9%,-5%,-7%,-22,-2%,6%,-12%,10%,7%
Cc1ccc(Cn2c(C3CCCN3c3nc(-c4ccc(F)cc4)cs3)nc3cc(C(F)(F)F)ccc32)cc1 (stereo not drawn),-18%,-2%,-15%,0,-8%,-4%,-11%,3%,-13%
Nc1nc(-c2ccc(Cl)cc2)cc(C(F)(F)F)n1,-5%,3%,-2%,-7,3%,4%[57.1 µM],-8%,6%[57.1 µM],1%
CN(C)S(=O)(=O)c1cccc(NC(=O)Cn2cnc3ccccc3c2=O)c1,0%,-6%,-4%,-6,3%,-3%[57.1 µM],-4%,5%[57.1 µM],6%
CCOC(=O)c1ccc(S(=O)(=O)NNC(=O)c2ccc3c(c2)nc(C)n3CC)cc1,-9%,1%,-8%,3,1%,23%,-11%,0%,-2%
CCOC(=O)CSc1nnc2n(Cc3ccccc3)c(=O)c3c4c(sc3n12)CCC4,-3%,?,-5%,-3,4%,4%[57.1 µM],-4%[11.4 µM],10%[57.1 µM],1%
